RTF Ca sens act: cardiac RTF calcium sensitization | IANBD-labeled TnC RTF fluorescence at EC20 calcium; 0% EC20 calcium, 100% full calcium | P19429+P45379 | activation, % at 7.2 µM | AID 493008 | actives 0.24% (n = 340,000);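 active = activation above the mean over all tested compounds plus 3 SD, cut at about 30% in these data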;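 note: rise in fluorescence read as greater calcium sensitivity of cardiac thin filaments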
RTF Ca sens inh: cardiac RTF calcium desensitization | IANBD-labeled cardiac RTF, Ca2+ fluorescence | actives 0.12% (n = 340,000) | inhibition, % at 7.15 µM | P19429+P45379;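 active = inhibition above the mean inhibition of all tested compounds plus 3 SD, cut at about 17% in these data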;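 note: assay run at fixed EC70 calcium of 1.6 mM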
C-LANA FP: blocks KSHV LANA C-terminal domain binding to DNA | MBP-C-LANA/FAM-LBS DNA binding, fluorescence polarization | inhibition, % at 9 µM | actives 0.078% (n = 340,000) | AID 504423;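 active = highest replicate inhibition at or above 60% at 9 µM, even if other replicates fall short; inactive = all replicates below 60% inhibition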;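 note: 0% = neutral control wells and 100% = 4 µM acridine orange control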
OPRM1-OPRD1 ag: OPRM1-OPRD1 heterodimerization agonism. P35372+P41143. cells, luminescence. activation, % at 9.3 µM. actives 0.3% (n = 340,000). AID 504326; in the data active = activation above about 18%;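 note: 0% = vehicle-treated cells and 100% = reference agonist; values of inactives mirror those of a sister screen read the other way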
HTR5A inv ag: HTR5A inverse agonism, opioid heterodimer counter-screen; AID 504634; P47898; actives 0.083% (n = 340,000); HTR5A cell line, luminescence; inhibition, % at 9.3 µM; in the data active = inhibition mostly above about 23%, no sharp cut-off; inactive = mostly below about 18%;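 note: 0% = cells with DMSO and 100% = no-cell wells with DMSO; some compounds called inactive have numbers as strong as hits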
Target sequence (P47898 whole entry, looked up): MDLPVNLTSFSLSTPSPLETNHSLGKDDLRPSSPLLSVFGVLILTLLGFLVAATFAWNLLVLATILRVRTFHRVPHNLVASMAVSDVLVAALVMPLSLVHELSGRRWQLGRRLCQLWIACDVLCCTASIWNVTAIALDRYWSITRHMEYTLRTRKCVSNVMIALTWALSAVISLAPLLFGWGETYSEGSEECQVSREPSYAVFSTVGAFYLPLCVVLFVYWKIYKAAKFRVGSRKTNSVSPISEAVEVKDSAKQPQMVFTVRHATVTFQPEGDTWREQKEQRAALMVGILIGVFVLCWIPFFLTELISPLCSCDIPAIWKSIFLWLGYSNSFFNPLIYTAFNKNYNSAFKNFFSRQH
CAL-PDZ inh HTS: CAL PDZ (human) peptide binding inhibition; Q9HD26; purified CAL PDZ, TMR-peptide fluorescence polarization, 1 h; inhibition, % at 24.9 µM; actives 0.92% (n = 300,000);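 active = mean inhibition of at least 30% with at least half of replicates also reaching 30%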;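 note: 0% = DMSO neutral control and 100% = excess unlabeled competitor peptide PRC23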
MOR-DOR inv ag: inverse agonist of human OPRM1-OPRD1 heterodimerization | P35372+P41143 | cell-based MOR-DOR heterodimer luminescence, inverse agonism | inhibition, % at 9.3 µM | actives 0.21% (n = 340,000) | AID 504357; in the data active = inhibition above about 22%, passing the limit was not always enough;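 note: 0% = cells with DMSO and 100% = wells without cells with DMSO; values of inactives mirror those of a sister screen read the other way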
Keap1-Nrf2 PPI: inhibitors of human Keap1-Nrf2 protein-protein interaction; Q14145; Keap1 Kelch-Nrf2 peptide fluorescence polarization, 1536-well; inhibition, % at 9.4 µM; actives 0.15% (n = 340,000); AID 504523; in the data active = inhibition above about 12%;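 note: human Keap1 Kelch domain with fluorescein labeled Nrf2 9mer peptide probe; 0% = neutral control wells and 100% = peptide positive control; higher means more block of Keap1 binding to Nrf2 peptide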
Target sequence (Q14145 whole entry, looked up, the tested form may be a part): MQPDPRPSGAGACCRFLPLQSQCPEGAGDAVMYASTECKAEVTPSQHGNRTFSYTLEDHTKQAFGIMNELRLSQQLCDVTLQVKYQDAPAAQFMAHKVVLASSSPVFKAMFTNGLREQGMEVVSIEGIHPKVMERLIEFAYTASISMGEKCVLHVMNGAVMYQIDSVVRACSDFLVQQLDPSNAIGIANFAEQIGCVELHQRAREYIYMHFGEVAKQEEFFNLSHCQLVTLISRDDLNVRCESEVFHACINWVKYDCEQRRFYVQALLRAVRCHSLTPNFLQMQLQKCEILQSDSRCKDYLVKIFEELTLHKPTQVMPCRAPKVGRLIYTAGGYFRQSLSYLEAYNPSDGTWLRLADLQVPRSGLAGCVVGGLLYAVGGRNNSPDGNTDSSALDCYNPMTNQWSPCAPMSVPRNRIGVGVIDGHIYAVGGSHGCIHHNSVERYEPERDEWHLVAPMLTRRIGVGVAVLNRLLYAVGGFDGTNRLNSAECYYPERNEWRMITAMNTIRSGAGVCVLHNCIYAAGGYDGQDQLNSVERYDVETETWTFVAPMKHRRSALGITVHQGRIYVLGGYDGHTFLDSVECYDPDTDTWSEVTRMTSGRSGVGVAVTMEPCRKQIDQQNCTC
V-ATPase pH: regulators of yeast V-ATPase proton transport; S. cerevisiae, pHLuorin cytosolic pH fluorescence; response, % at 10 µM; actives 0.37% (n = 350,000); AID 504577; in the data active = response mostly above about 7.3%, no sharp cut-off; inactive = mostly below about 5.4%; note: actives read high; inactives centre near 0; some compounds called inactive have numbers as strong as hits; reference of the scale not given here
HTR5A ag ctr: HTR5A agonism, opioid heterodimer counter-screen | P47898 | activation, % at 9.3 µM | HTR5A agonist assay, luminescence, cell-based | actives 0.61% (n = 340,000); in the data active = activation mostly above about 9.5%, no sharp cut-off; inactive = mostly below about 7.6%;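 note: 0% = cells with vehicle only and 100% = reference agonist; strong numbers were not always called active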
The depositor's hits bear a star; / = not tested or not shown. Outcome played no part in choosing rows; 2.8% or so of the library scored in one or more.

SMILES	RTF Ca sens act	RTF Ca sens inh	C-LANA FP	OPRM1-OPRD1 ag	HTR5A inv ag	CAL-PDZ inh HTS	MOR-DOR inv ag	Keap1-Nrf2 PPI	V-ATPase pH	HTR5A ag ctr
O=C1C=C(c2cccc3c2Oc2ccccc2S3)C[C@@H](c2ccc(Cl)cc2)C1	0	-7	0.4	-1.4	-10	0	8	-4	0	2
C[C@]12C(=O)N(c3cccc(F)c3)C(=O)N1[C@H]1c3ccccc3OC[C@@H]1[C@H]2c1ccccc1	-7	3	0.3	5.3	-16	1	-31	-2	2	1
C=CCNC(=S)NNC(=O)C(CCCC)CC(O)COCC(C)C (stereo not drawn)	-1	0	-0.5	-3.4	18	0	17	0	0	-2
CSc1ncc(Cl)c(C(=O)Nc2ccc(S(=O)(=O)N3CCOCC3)cc2)n1	-3	-6	0.4	-2.9	14	5	12	-2	1	1
COc1ccc(-c2nnn(CC(=O)N(CC3CCCO3)C(C(=O)NC(C)(C)C)c3ccco3)n2)cc1OC (stereo not drawn)	-5	0	-2.0	-1.8	10	-13	10	0	-2	-4
Cc1cc(Cl)ccc1C1=CC(=O)C[C@H](c2ccc(F)cc2)C1	-1	4	1.4	10	-2	-2	-57	-4	-2	6
O=c1cc(N2CCCCC2)c(-c2ccccc2)nn1Cc1ccccc1	-4	-3	-0.5	7.0	-10	-4	-51	-2	6	4
CCOc1ccc(C(c2c(C)n(C)n(-c3ccccc3)c2=O)c2c(C)n(C)n(-c3ccccc3)c2=O)c(O)c1	3	8	1.9	-2.5	-5	/	13	1	2	0
Cc1cccc(OCC(=O)NC2CC(C)(C)NC(C)(C)C2)c1	-6	4	-0.5	0.2	-6	8	-1	-2	-2	2
O=C(NCc1cccnc1)c1cnc2ccccc2n1	8	1	2.2	-2.3	-27	5	12	-3	3	2
COc1ccc(OC)c(N/C(N)=N/c2nc(C)cc(C)n2)c1	-2	4	-1.2	-4.7	5	-1	22	-5	-3	-1
CN(CCC#N)C(=O)COC(=O)c1ccc(Cl)c(S(N)(=O)=O)c1	-3	-4	2.2	0.8	-13	-2	-4	6	0	4
O=C(/C=C/c1ccccc1[N+](=O)[O-])N1CCN(C(=O)c2ccco2)CC1	4	-6	-1.8	-0.8	1	-1	4	0	3	0
CC(C)CSc1nc2ccccc2[nH]1	-1	-2	-0.8	-3.1	19	/	16	0	2	-1
O=[N+]([O-])c1cccc(S(=O)(=O)c2ccc(N3CCCCC3)c([N+](=O)[O-])c2)c1	0	-6	1.0	3.3	-29	1	-18	1	0	-2
COc1ccc(C(=O)COC(=O)/C=C/c2ccccc2[N+](=O)[O-])cc1	-3	-9	1.8	0.7	-8	/	-4	-3	14*	2
COC(=O)c1ccc2nc(NC(=O)C3CC3)sc2c1	-3	-3	-0.9	-1.5	-6	0	8	-1	3	1
O=C(NC1CCN(c2ncccn2)CC1)c1c(F)cccc1F	-7	-7	-0.8	-0.9	-16	4	5	-6	-3	4
CC(C)COCC1CC2(CC(C)C(=O)CC2=O)C(=O)O1 (stereo not drawn)	1	-6	0.0	-3.1	-6	-3	13	0	0	2
CC(COc1ccc(C(C)C)cc1)NC(=O)c1ccc(Br)o1 (stereo not drawn)	-2	1	0.0	4.3	13	0	-25	-1	-2	-4
CCCCCSc1ncccc1C(=O)O	7	1	-1.1	-2.4	23	/	12	-4	4	3
Cc1cc(C)cc(NS(=O)(=O)c2ccc(NC(=S)NC(=O)c3ccc(Br)o3)cc2)c1	-5	4	4.5	0.6	9	/	-3	5	-4	8
C/C(=N\NC(=O)COc1ccccc1F)c1cc2ccccc2o1	-2	-2	0.4	3.4	-10	-5	-18	-2	1	4
COC(=O)c1ccc(N(CC(=O)NC2CCCC2)C(=O)c2ccc(C)s2)cc1	-3	1	0.4	-1.1	14	0	7	-5	-6	0
Cc1cc(N2CCN(CC(O)C(F)(F)F)CC2)c2ccccc2n1 (stereo not drawn)	5	-6	-0.2	-1.1	-3	0	6	-6	2	1
CSc1ccc(S(=O)(=O)N2c3ccccc3CC2C)cc1 (stereo not drawn)	-2	-2	1.6	-0.7	2	-4	4	3	-5	-1
COc1ccc(NC(=O)NNC(=O)COc2ccc(Cl)cc2C)cc1OC	-1	-5	-1.3	-3.6	7	-2	19	-4	0	-3
COc1ccc(CCNC(=O)CC(NC(=O)c2ccccc2Cl)c2ccccc2)cc1 (stereo not drawn)	-6	-2	-0.5	-1.6	1	-4	8	0	0	1
CCN(C(=O)c1cc(S(=O)(=O)N2CCCC2)ccc1C)C1CCS(=O)(=O)C1 (stereo not drawn)	0	2	0.3	-1.1	-7	-5	4	3	0	3
CNc1cccnc1C=NNC(N)=S	-5	-3	2.5	0.2	-9	-1	-1	10	-7	2
Nc1cc(=O)[nH]c(=O)n1-c1cccc(F)c1	8	-7	-0.5	-0.7	-17	-3	4	-5	-1	3
C=CCNC(=O)N1CCC(n2nccc2NC(=O)CCc2ccccc2)CC1	-2	-10	-0.7	-0.4	-9	-5	2	-5	-4	0
O=C(c1ccc2c3c(cccc13)CC2)C1CCCN(Cc2ccncc2)C1 (stereo not drawn)	-8	2	-1.9	0.1	-16	7	-1	-6	4	0
COc1ccccc1Nc1nccc(N(C)C)c1C#N	7	-5	-0.3	-3.2	-2	1	16	-8	0	1
COc1cccc(/C=N/NC(=O)CCc2ccccc2)c1	2	-8	0.6	-0.8	-17	-3	5	0	3	-5
Fc1ccc(-c2ccc3c(c2)C2CC3CCN2)cc1 (stereo not drawn)	0	-2	-1.1	-1.6	26	-4	8	-4	-1	-8
O=C1ON=C(c2ccccc2[N+](=O)[O-])/C1=C/c1cccc([N+](=O)[O-])c1O	0	-9	-0.7	-2.4	-22	-8	10	-3	-2	9
Cc1ccc(NC(=O)CSc2nnc(NC(=O)C(C)C)s2)c(C)c1	-6	1	0.0	-0.9	6	0	4	-1	-2	5
COc1ccc(C(CC(=O)O)NC(=O)COc2cc(C)ccc2C)cc1OC (stereo not drawn)	/	/	-0.4	/	/	5	/	-1	-1	/
Cc1ccc(N(CC(=O)NC2CCCCC2)C(=O)CCCC(=O)Nc2ccccn2)cc1	-3	-1	-2.9	2.1	-1	6	-11	-2	0	0
O=C(O)c1ccc(Nc2ncnc3ccccc23)cc1	-5	1	-0.5	-3.7	-1	-2	17	-4	-3	0
CN(C)CC(C)(C)CNS(=O)(=O)c1ccc(Cl)s1	2	-7	-0.7	-2.4	-3	2	13	0	1	1
Cc1nc(C)n(CCNS(=O)(=O)c2ccccc2)n1	3	-3	0.5	-1.1	-3	-2	6	-1	-4	1
Cc1c(Cl)cccc1NC(=O)Nc1cccnc1	-6	-2	-0.1	0.8	-41	-2	-4	1	0	6
Nc1cc(N)nc(SCc2cc(=O)oc3cc4c(cc23)CCC4)n1	0	-16	-2.3	0.4	-9	-2	-3	-2	1	-5
O=C(Nc1cccc(NC(=O)c2ccccc2Cl)c1)c1cccs1	5	1	1.2	-3.5	-8	-5	17	-2	0	2
O=C(NCc1cc(C(F)(F)F)ccc1Cl)c1cccc2c1C(=O)c1ccc(N3CCCCC3)cc1S2(=O)=O	1	5	-1.7	-4.1	-5	-2	19	-17	-3	5
CCN(CC)NC(=S)Nc1ccccc1	-3	-3	-1.3	-2.5	2	-3	13	-4	3	0
O=C(CCc1ccccc1Cl)Nc1cccc(S(=O)(=O)N2CCCC2)c1	3	-3	-1.9	-2.3	0	-4	13	-2	2	3
COCCNC(=O)C(c1ccc(Cl)cc1)N(CCOC)C(=O)CCC(=O)Nc1ccccn1 (stereo not drawn)	-5	-7	0.2	-1.8	5	-1	10	-1	4	0
O=C(NCC1CCCO1)c1cc(-c2ccco2)nc2ccccc12 (stereo not drawn)	-2	0	4.3	-1.8	-12	0	10	1	2	-2
O=C(COc1ccccc1)Nc1cccc2nsnc12	7	-9	-0.7	0.8	14	-2	-5	3	-2	0
Nc1cc(-c2cccc([N+](=O)[O-])c2)[nH]n1	-4	-1	0.1	0.6	8	-4	-3	1	-5	-3
COc1ccc(-n2nnnc2SCC(=O)Nc2nc3c(s2)CCCC3)cc1	3	-3	-0.5	4.5	2	-3	-26	-3	7	-1
CCS(=O)(=O)N1CCCC(c2nc(-c3cccc(OC)c3)no2)C1 (stereo not drawn)	1	-2	0.2	-2.6	19	-6	14	-1	-4	-4
COc1ccc(C(NC(=O)c2cc(OC)ccc2OC)c2ccccc2)cc1 (stereo not drawn)	0	-17	-1.2	-2.9	10	-9	15	0	-2	-2
CC(C)(C)c1csc(Sc2ccc([N+](=O)[O-])cn2)n1	-1	0	0.4	6.9	-16	/	-35	-2	1	-2
Cc1cccc(C(=O)N2CCCC(N3CCN(c4ccc(F)cc4)CC3)C2)n1 (stereo not drawn)	-4	0	1.1	-1.4	16	-2	8	-6	3	0
CCCc1ccc2oc(C(=O)N(C)Cc3nccs3)c(C)c2c1	-4	5	-0.1	2.0	13	-14	-11	-1	4	9
CCN(CC(=O)NCc1ccc(F)cc1)Cc1cc(=O)n2ccsc2n1	-1	-9	1.6	-1.6	13	1	8	0	3	3

(continued)
SMILES	RTF Ca sens act	RTF Ca sens inh	C-LANA FP	OPRM1-OPRD1 ag	HTR5A inv ag	CAL-PDZ inh HTS	MOR-DOR inv ag	Keap1-Nrf2 PPI	V-ATPase pH	HTR5A ag ctr
Cc1ccc(-c2nc(NC(=O)CSc3ncn[nH]3)ns2)cc1	-4	-7	0.2	0.1	-8	-1	-1	1	0	-4
CCOC(=O)C1CCN(C(=O)CN(c2cc(OC)ccc2OC)S(=O)(=O)c2ccccc2)CC1	8	-1	0.7	-1.1	6	-1	7	-8	-2	3
COc1ccc(Cl)cc1NC(=O)COC(=O)C(CC(C)C)N1C(=O)C2CC=CCC2C1=O (stereo not drawn)	5	0	-0.8	7.2	-11	-4	-38	-3	1	3
Cc1cccc(C)c1NCc1nnc(SCC(=O)Nc2nc(-c3ccccc3)cs2)n1-c1ccccc1	-4	-2	-0.1	-0.5	25	4	3	-3	0	-4
Cc1ccc(NC(=O)C2CCN(S(=O)(=O)c3ccc4c(c3)CCCC(=O)N4)CC2)c(Br)c1	0	-5	-2.1	-1.4	-7	-5	7	-3	5	2
Cc1ccc(NC(=O)CSc2nncc3ccccc23)cc1	-7	-17	-1.9	2.1	0	/	-17	3	-1	-3
COc1cc(Cl)c(C)cc1NC(=O)CSc1ccc(NC(C)=O)cc1	-6	-11	-1.1	-0.5	-5	-3	3	1	-1	-1
CC(/C=C1\SC(=S)N(CCC(=O)Nc2ccccc2O)C1=O)=C\c1ccccc1	9	-9	-3.5	-0.2	2	-2	1	-13	2	-4
Cc1ccccc1Nc1ncccc1C(=O)N1CCOCC1	1	-8	-2.3	-2.7	-4	-1	13	1	0	-3

Compound profiles, from the list above. Values in the order: RTF Ca sens act	RTF Ca sens inh	C-LANA FP	OPRM1-OPRD1 ag	HTR5A inv ag	CAL-PDZ inh HTS	MOR-DOR inv ag	Keap1-Nrf2 PPI	V-ATPase pH	HTR5A ag ctr
`CCOC(=O)C1CCN(C(=O)CN(c2cc(OC)ccc2OC)S(=O)(=O)c2ccccc2)CC1` across the screens: 8	-1	0.7	-1.1	6	-1	7	-8	-2	3
`COc1cc(Cl)c(C)cc1NC(=O)CSc1ccc(NC(C)=O)cc1` across the screens: -6	-11	-1.1	-0.5	-5	-3	3	1	-1	-1
`COc1ccc(Cl)cc1NC(=O)COC(=O)C(CC(C)C)N1C(=O)C2CC=CCC2C1=O` (stereo not drawn) across the screens: 5	0	-0.8	7.2	-11	-4	-38	-3	1	3
